Screening results deposited in PubChem by several laboratories.
HCV NS3 hel inh: inhibitors of HCV NS3 helicase, primary screen, biochemical, Cy5 molecular beacon fluorescence; Hepatitis C virus NS3 helicase; NS3 helicase DNA unwinding; inhibition, % at 10.9 µM; hit rate 0.56% among 290,000; AID 1800, 2009;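 active = inhibition above the mean of all tested compounds plus 3 SD, set per campaign, cut at about 35% in these data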;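 note: 0% = DMSO wells and 100% = thioflavine S control wells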
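System: NS3 helicase fragment of HCV / Schedule: 1 h at 25 °C / Control set: DMSO alone as 0% and 110 µM thioflavine S as 100% / Reagent: Cy5/quencher beacon DNA duplex and ATP to start / Technique: Cy5 fluorescence / Replication: singlicate / Evaluation: % inhibition of end-to-start signal ratio versus controls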
OXTR ag: human OXTR agonists, primary screen, fluorescence, CHO-OTR cells, Fluo-8 calcium | Oxytocin receptor (Homo sapiens), P30559 | Fluo-8 calcium fluorescence; normalized: DMSO 0%, oxytocin 100% | activation, % at 3 µM | hit rate 0.32% among 320,000 | AID 2435, 2010;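 active = activation above the mean of all tested compounds plus 3 SD, cutoff set per screening run, cut at about 20% in these data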;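 note: peak over basal fluorescence ratio from a 100 s FLIPR kinetic read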
Target sequence (P30559 whole entry, looked up): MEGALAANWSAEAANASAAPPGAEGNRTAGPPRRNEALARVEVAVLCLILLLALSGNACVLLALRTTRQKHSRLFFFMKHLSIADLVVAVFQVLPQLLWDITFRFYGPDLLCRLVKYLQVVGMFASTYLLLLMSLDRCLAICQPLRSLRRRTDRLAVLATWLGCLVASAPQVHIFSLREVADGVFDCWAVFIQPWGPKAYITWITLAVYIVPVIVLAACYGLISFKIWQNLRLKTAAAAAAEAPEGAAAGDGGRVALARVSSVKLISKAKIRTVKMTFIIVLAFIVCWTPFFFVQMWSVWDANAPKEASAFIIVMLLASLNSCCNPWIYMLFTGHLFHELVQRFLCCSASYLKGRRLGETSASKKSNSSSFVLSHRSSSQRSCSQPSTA
V1aR counter: agonists of human V1a receptor, primary screen, counter-screen for OXTR agonist project, fluorescence, CHO-V1R cells. Vasopressin V1a receptor (Homo sapiens), P37288. Fluo-8 calcium fluorescence, agonist mode; 0% DMSO, 100% 3 nM vasopressin. activation, % at 3 µM. hit rate 0.25% among 320,000. AID 2797, 2010;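 active = activation above the mean activation of all tested compounds plus 3 SD, per screening run, cut at about 20% in these data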;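 note: signal is peak over basal fluorescence ratio across a 100 second FLIPR read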
GPR7 antagonist: GPR7 receptor antagonists, primary screen, cell-based, fluorescence, single concentration | GPR7-expressing cells, fluorescence antagonist assay | inhibition, % at 4.4 µM | hit rate 1.1% among 290,000 | AID 1861, 2009; in the data active = inhibition above about 16%, passing the limit was not always enough;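 note: cells stimulated with the agonist NPW; 0% = agonist with vehicle and 100% = vehicle without agonist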
Target sequence (P48145 whole entry, looked up): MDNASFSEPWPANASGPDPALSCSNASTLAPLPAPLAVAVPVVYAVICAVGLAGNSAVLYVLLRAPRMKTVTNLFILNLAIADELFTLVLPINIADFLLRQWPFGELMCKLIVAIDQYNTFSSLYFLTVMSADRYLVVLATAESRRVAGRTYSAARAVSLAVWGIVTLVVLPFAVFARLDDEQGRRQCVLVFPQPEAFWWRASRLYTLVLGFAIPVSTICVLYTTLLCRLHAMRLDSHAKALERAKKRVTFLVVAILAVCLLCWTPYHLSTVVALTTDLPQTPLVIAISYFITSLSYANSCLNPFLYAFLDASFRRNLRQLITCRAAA
GalR3 antag: GalR3 antagonists in HEK293 cells, primary screen, cell-based, fluorescence readout; Galanin receptor type 3 (Homo sapiens), O60755; HEK293 GalR3-CNG cAMP membrane potential fluorescence; galR3 body fused to GalR1 C-terminus; inhibition, % at 3 µM; hit rate 0.44% among 360,000;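 active = inhibition above the screen-wide average plus 3 SD, cut at about 13% in these data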;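 note: forskolin and galanin both at EC90 stimulate the cells; cAMP rise reported by CNG channel membrane potential dye signal; 0% = forskolin plus galanin with DMSO and 100% = forskolin alone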
Target sequence (O60755 1-299 limits assumed): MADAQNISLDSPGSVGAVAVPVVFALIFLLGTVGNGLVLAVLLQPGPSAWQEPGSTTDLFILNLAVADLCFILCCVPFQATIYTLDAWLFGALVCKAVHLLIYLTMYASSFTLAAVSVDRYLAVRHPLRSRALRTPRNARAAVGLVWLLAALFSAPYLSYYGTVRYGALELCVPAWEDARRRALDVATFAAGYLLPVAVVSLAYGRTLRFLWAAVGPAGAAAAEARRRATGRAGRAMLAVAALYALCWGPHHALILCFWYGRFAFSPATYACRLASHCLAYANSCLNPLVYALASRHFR
PHOSPHO1 inh: PubChem AID 1565. Phosphoethanolamine/phosphocholine phosphatase (Homo sapiens), Q8TCT1. recombinant PHOSPHO1, absorbance phosphatase assay. inhibition, % at 13.3 µM. hit rate 1.1% among 290,000; in the data active = inhibition above about 60%
VIM-2 inhibitor: VIM-2 metallo-beta-lactamase inhibitors, primary screen, biochemical, epi-absorbance readout, Pseudomonas aeruginosa enzyme | purified VIM-2, nitrocefin hydrolysis, epi-absorbance fluorescence | inhibition, % at 5.6 µM | hit rate 0.89% among 290,000;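 active = inhibition above the mean of all tested compounds plus 3 SD, cutoff set per screening run, cut at about 7.5% in these data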;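 note: red hydrolysis product quenches plate fluorescence so inhibitors raise well fluorescence; 0% = enzyme with DMSO and 100% = DMSO without enzyme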
IMP-1 inh: IMP-1 metallo-beta-lactamase inhibitors, primary screen, biochemical, epi-absorbance readout, Pseudomonas aeruginosa enzyme; AID 1556, 2009; metallo-beta-lactamase IMP-1 (Pseudomonas aeruginosa); purified IMP-1, nitrocefin hydrolysis, epi-absorbance fluorescence; hit rate 0.45% among 290,000; inhibition, % at 5.6 µM;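 active = inhibition above the mean plus 3 SD of all compounds in the same screening run, cut at about 4.5% in these data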;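 note: 0% = IMP-1 with DMSO and 100% = DMSO wells lacking enzyme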
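Assay system: purified recombinant IMP-1 beta-lactamase. Input: IMP-1 0.2 nM before substrate addition. Buffer or medium: Zinc- and detergent-supplemented HEPES buffer, pH 7.1. Schedule: 25 °C, 15 min preincubation, 25 min reaction. Signal: Epi-absorbance fluorescence, 480 nm excitation, 530 nm emission. Evaluation: percent inhibition from optical density relative to buffer-blank wells.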
DNA FID counter: compounds displacing fluorescent DNA intercalator, primary screen, artefact control for HCV NS3 helicase inhibitor project, biochemical, FID fluorescence. DNA fluorescent intercalator displacement. AID 1845, 2009. hit rate 0.17% among 290,000. inhibition, % at 7.9 µM; in the data active = inhibition above about 37%;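 note: 0% = vehicle and 100% = reference compound; higher means more ethidium bromide displaced from hairpin DNA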
The depositor's hits bear a star; . = no result given.

SMILES	HCV NS3 hel inh	OXTR ag	V1aR counter	GPR7 antagonist	GalR3 antag	PHOSPHO1 inh	VIM-2 inhibitor	IMP-1 inh	DNA FID counter
COc1ccc(NC(=O)N2CCCc3ccccc32)cc1OC	-23	0.3	-0.8	-8	-2	31	-1.8	-1.7	-6
CCOCCn1c(N(C)Cc2ccccc2)nc2c1c(=O)[nH]c(=O)n2C	3	-1.4	-0.4	-1	6	14	-6.3	-3.3	-24
O=C(CSCc1ccccc1)NC1CCSC1=O (stereo not given)	8	-0.8	0.1	-14	-1	16	-0.9	-0.5	-6
CC(=O)OCC1=C(C(=O)O)N2C(=O)C(NC(=O)C(C)Cn3nc(C)c(Cl)c3C)C2SC1 (stereo not given)	22	-0.9	0.2	-7	-6	-16	-1.4	-1.6	-25
O=C(NCCO)c1ccc2[nH]c3c(c2c1)CCCC3	3	0.1	1.0	-3	2	3	0.5	-1.3	3
O=C1Nc2cc(C(=O)N3CCc4ccccc4C3)ccc2S/C1=C\c1ccccc1	-8	-1.2	0.7	-10	-4	-5	-7.3	-1.6	-7
COc1cccc(C2CC(c3ccccc3Cl)Nc3ncnn32)c1 (stereo not given)	-8	.	.	-6	-3	.	-0.2	-0.8	-2
O=C(O)COc1ccc(-c2nnn(CC(=O)O)n2)cc1	-10	0.5	-0.5	-5	-4	1	-1.4	-2.6	3
O=S(=O)(Nc1cccc(S(=O)(=O)N2CCOCC2)c1)c1cccs1	-1	0.8	0.5	-5	-2	.	-1.9	-1.0	-2
COc1ccccc1NCCC(=O)OCC(=O)NC1CCCCC1	10	-0.7	-0.3	-8	-4	4	-2.8	-1.1	-20
Cc1c(Cl)cccc1NC(=O)CSc1nc2ncc(Cl)cc2[nH]1	5	1.4	2.2	3	-7	16	-6.7	-1.6	-11
O=C(/C=C/c1ccc(F)cc1)Nc1ccc(S(=O)(=O)Nc2ncccn2)cc1	2	-0.8	0.7	-7	3	6	-1.3	0.3	-10
Cc1c(NC(=O)C2CC(c3c(F)cccc3Cl)=NO2)c(=O)n(-c2ccccc2)n1C (stereo not given)	1	-0.6	0.1	-7	-2	-7	0.2	-4.1	-9
Cc1cc(NC(=O)c2ccc(NC(=O)C(C)C)cc2)no1	-5	0.7	0.7	-7	-1	10	-0.6	1.2	-3
CC(C)CN(C(=O)CSc1nnnn1C)C1CCS(=O)(=O)C1 (stereo not given)	0	1.0	0.8	-7	1	20	-1.4	-3.0	1
CN(CCOc1ccc(Br)cc1)CC(O)c1ccccc1 (stereo not given)	-8	6.0	9.5	35	-10	18	2.3	2.5	16
Cc1ccc(-n2c(C)c(C)c3c(NCCN(C)C)ncnc32)cc1	-14	-1.3	-0.2	-10	-5	11	0.8	-2.3	6
O=C1CCCc2c1nc(-c1ccccc1F)n2O	-5	0.2	0.6	-12	-1	42	-2.0	-3.0	-1
CCOc1ccccc1NC(=O)Cn1c(C)cc(COC)c(C#N)c1=O	2	-0.2	0.6	-10	-1	3	-0.7	1.0	-4
Cc1ccc(Cl)cc1N1CCN(C(=O)c2ccc(NC3=NC4CS(=O)(=O)CC4S3)cc2)CC1 (stereo not given)	-8	-0.2	0.6	-5	-7	37	-6.3	-4.2	-50
COc1ccc(C(=O)NNC(=O)C2CCCN(C3CC(=O)N(c4ccccc4)C3=O)C2)cc1 (stereo not given)	1	-1.7	0.1	-2	1	27	-3.5	-4.7	-2
Cc1nn(Cc2ccc(C(=O)N3N=C(C(F)F)CC3(O)C(F)F)cc2)c(C)c1[N+](=O)[O-] (stereo not given)	27	7.6	6.4	27	-1	1	-3.5	-3.4	-12
CCCn1c(N)c(C(=O)CSc2ncc(C(F)(F)F)cc2Cl)c(=O)[nH]c1=O	10	2.1	0.1	-6	1	23	-1.2	-2.2	-6
C/C(=N/NS(=O)(=O)c1ccc(F)cc1)c1ccc(NC(=O)c2ccc(C)o2)cc1	1	2.3	2.6	3	-1	19	-2.6	-1.6	6
NNC(=O)c1ccc(COc2ccc3c(c2)CCC3)o1	-2	0.6	1.0	-13	-1	8	-4.8	-2.4	-10
Continued.
SMILES	HCV NS3 hel inh	OXTR ag	V1aR counter	GPR7 antagonist	GalR3 antag	PHOSPHO1 inh	VIM-2 inhibitor	IMP-1 inh	DNA FID counter
O=C(Cn1cnc2ccccc2c1=O)NCCC(=O)Nc1ccc2c(c1)OCCO2	13	0.5	-0.2	-11	4	24	-1.0	-3.5	-12
CCN1CCN(C(C)C(=O)Nc2c(C)n(C)n(-c3ccccc3)c2=O)CC1 (stereo not given)	-13	-0.2	0.7	-4	-4	13	-1.4	-2.1	10
O=C1C2C(C(=O)N1/N=C/c1ccc([N+](=O)[O-])o1)C1C=CC2C12CC2 (stereo not given)	13	-1.9	-0.5	4	-3	5	0.9	-1.1	-1
COc1ccc(C(=O)c2ccccc2)cc1Br	10	-2.0	-1.3	-15	-7	24	-4.0	-3.0	-5
Cc1cccc(C)c1OCC(=O)NC(Cc1c[nH]c2ccccc12)C(=O)O (stereo not given)	22	-1.2	0.7	-6	2	-1	-3.4	-2.2	-44
CC(C)(C)c1ccc(C2(C)NC(=O)N(CC(=O)NCc3cccs3)C2=O)cc1 (stereo not given)	-21	-0.5	1.6	0	-7	-2	-2.3	-3.6	-17
Cc1nnc(NC(=O)CCSCCC(=O)Nc2nnc(C)s2)s1	16	-0.9	-0.1	2	-1	25	-0.5	0.5	-18
CCOC(=O)CN=C/C(C(C)=O)=C(/C)O	1	1.0	0.2	-3	-2	43	-3.3	-2.2	3
CN(CCCNC(=O)c1ccccc1F)CCCNC(=O)c1ccccc1F	-2	-0.8	0.7	-14	0	36	-1.7	0.1	-2
COc1ccc(OCCNc2cc(N3CCOCC3)ccc2[N+](=O)[O-])cc1	-4	3.3	1.3	5	2	19	-3.7	-0.7	1
Cc1nn(C(=O)c2nn(C)cc2[N+](=O)[O-])c(C)c1Cl	6	-0.3	1.3	-4	-7	28	-2.1	-3.9	2
CC(C)C(=O)N1CCN(c2ccc(NC(=O)c3ccco3)cc2Cl)CC1	9	5.5	4.2	-8	-1	9	-1.5	-4.7	-33
CCN(CC)c1ccc(/C=N/NC(=O)c2ccco2)cc1	-3	-1.2	3.0	12	2	-4	-0.3	-4.6	-6
Cc1ccc(NC(=O)c2noc3c2CCCCC3)cc1C	4	0.3	0.7	-13	-5	9	-1.6	-3.7	-9
O=C(COc1ccc(F)cc1)Nc1ccc(-n2cnnn2)cc1	-7	0.3	0.2	-1	-2	-65	-2.0	-1.0	2
Cc1ccc(Cl)c(OCC(=O)Nc2cc(S(=O)(=O)N3CCOCC3)ccc2N2CCCC2)c1	-23	-1.2	0.7	-14	-3	-10	-2.0	-1.7	-40
Cc1ccc2c(c1)-c1c(cnn1CC(=O)N(Cc1ccco1)C1CCCCC1)CO2	-3	-2.2	-1.1	-4	.	14	-7.2	1.4	-32
CC(C)(C)c1cc(N/C=C\c2nnnn2-c2ccc(Br)cc2)no1	-1	0.0	1.6	-2	-5	-13	-0.7	-4.0	-1
c1ccc2c(c1)SCc1nnc(-c3ccncc3)n1-2	1	-0.7	-0.9	2	-4	37	0.6	-0.4	-4
COC(=O)c1ccc(Cn2nnc3c(=O)[nH]c(C4CCN(S(=O)(=O)c5ccc(F)cc5)CC4)nc32)cc1	-10	-0.1	0.8	-2	10	15	-2.8	-4.0	-55
CCOc1ccc(NC(=O)C2CCCN(S(=O)(=O)c3ccc(-n4cnnn4)cc3)C2)cc1 (stereo not given)	5	1.1	-0.2	-4	-5	46	-2.0	-1.4	-19
CCC(=O)Nc1ccc(S(=O)(=O)Nc2c(NC)c3ccccc3oc2=O)cc1	2	0.9	1.8	-7	-11	-3	-2.8	-1.7	-9
O=C(NCc1ccc2c(c1)OCO2)c1cc([N+](=O)[O-])ccc1N1CCCCC1	-5	-3.5	-1.6	37*	-4	-21	-3.6	-4.7	-11
COc1cccc(C2[C@H](C)C3(CCN2C)OCCO3)c1 (stereo not given in full)	-8	2.0	0.7	1	4	-4	-2.3	-2.0	0
COc1ccc(Cc2[nH]n3c(=O)cc(C(C)C)nc3c2-c2ccccc2)cc1	2	3.2	2.5	-9	-4	21	-3.7	-3.3	-10
Further entries follow:
SMILES	HCV NS3 hel inh	OXTR ag	V1aR counter	GPR7 antagonist	GalR3 antag	PHOSPHO1 inh	VIM-2 inhibitor	IMP-1 inh	DNA FID counter
Cc1ccc2c(c1)N=C(c1ccc(Cl)cc1)CO2	10	-1.5	-0.6	-2	1	15	3.6	-4.9	-2
O=C(O)Cc1csc(-c2ccc(F)cc2)n1	-1	0.1	1.4	-15	-5	20	0.9	-2.2	-1
CCN(CC)CCNC(=O)Cc1c(C(=O)O)n(C)c2ccccc12	8	0.5	0.0	-19	-5	6	-3.2	-3.1	-8
Nc1cccc(C(=O)Nc2ccccc2Cl)c1	-1	-2.3	-1.1	8	-2	1	-0.1	0.6	1
CCn1c(C)nc2cc(C(=O)N/N=C(\C)c3ccc(OC)cc3O)ccc21	12	.	.	-4	-4	17	-4.8	-3.9	-8
Cc1nc2sc(C(c3cccc(F)c3)N3CCC(C)CC3)c(O)n2n1 (stereo not given)	-6	-2.2	0.0	-12	1	-10	-4.7	-1.6	-30
COc1ccc(Cl)cc1-c1n[nH]c(=S)n1Cc1ccccc1	-8	-1.1	-0.7	-21	-3	-87	-2.0	-2.9	-27
O=C(CSc1ccccc1F)NC1CCS(=O)(=O)C1 (stereo not given)	-2	0.9	0.4	-9	-6	13	0.3	-1.6	0
CCOC(=O)c1ccc(N=Cc2nc3ccccc3n2C)cc1	16	-0.5	0.8	-4	-2	19	-7.7	-2.9	-6
O/N=C(\c1ccccc1)c1nccc2ccccc12	5	0.7	2.2	-19	0	32	-1.0	-2.2	-11
CC1CN(CCCOc2ccccc2-c2ccccc2)CC(C)O1 (stereo not given)	-11	-2.5	-1.3	-3	-4	39	-0.5	0.3	7

Reprinted at random: 3 records from the list
SMILES	HCV NS3 hel inh	OXTR ag	V1aR counter	GPR7 antagonist	GalR3 antag	PHOSPHO1 inh	VIM-2 inhibitor	IMP-1 inh	DNA FID counter
CCCn1c(N)c(C(=O)CSc2ncc(C(F)(F)F)cc2Cl)c(=O)[nH]c1=O	10	2.1	0.1	-6	1	23	-1.2	-2.2	-6
Cc1ccc(NC(=O)c2noc3c2CCCCC3)cc1C	4	0.3	0.7	-13	-5	9	-1.6	-3.7	-9
COc1ccccc1NCCC(=O)OCC(=O)NC1CCCCC1	10	-0.7	-0.3	-8	-4	4	-2.8	-1.1	-20
